Screening data from PubChem.
Pf Dd2 inh: blocks in vitro growth of P. falciparum Dd2; P. falciparum Dd2 growth, SYBR Green, 72 h; Potency, µM (series often up to 28.9 µM), for the others: top-dose activity, negative = inhibition, most hits filed as inhibitors; 120,000 tested, 4.3% active; AID 1347417; active = well fitted inhibition curve with a large enough effect; inconclusive = small, poorly fitted or top-dose-only effect; inactive = no such curve, though single readings can be large or run the other way;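 also: plate controls were DMSO vehicle for no effect and reference drug for full effect; nearly all actives have a fitted effect of over 65% in size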
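Readout: SYBR Green fluorescence, 485 nm excitation, 535 nm emission, after ~16 h lysis at 37C. Before that, Dd2-infected red cells (2.5% hematocrit) grew 72 h with compound, 29 uM top final concentration.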
* = called active by the depositor; i = inactive; ? = inconclusive; [ ] = remark or other dose. Potency is read from the fitted curve at half-maximal effect. This is a subset. The share of hits here may be higher or lower than overall.

SMILES	Pf Dd2 inh
CN1CCN(C(=O)c2cc(=O)[nH]o2)CC12CCC(=O)N(CCO)CC2 (stereo not drawn)	3.1%
CC(NC(=O)C1CCCN(c2cnc3nccnc3c2)C1)c1ccccn1 (stereo not drawn)	i
CC1(C(=O)Nc2cccc(Br)c2)Cc2ccccc2C(=O)O1 (stereo not drawn)	i
CC(C)c1noc(C2CCCN(Cc3cccnc3)CCC(=O)NCC2)n1 (stereo not drawn)	0.1%
COc1ccc(-c2nc3cc(C)ccn3c2NC(=O)c2ccc(F)cc2)cc1	21.1%
COC1CCOC2(CCN(C(=O)NCCc3ccccc3)CC2)C1 (stereo not drawn)	11.8%
Cc1cccc(OCC(=O)c2ccc3c(c2)N(CC(=O)N(C)Cc2ccccc2)C(=O)CO3)c1	-11.3%
O=C(CCS(=O)(=O)c1cc2c3c(c1)CCN3C(=O)CC2)NCc1ccc(Cl)cc1	16.3%
COC(=O)CNC(=O)c1nc(-c2ccc(Cl)nc2)c2ccccn12	-12.2%
COc1cc(NC(=O)c2cc3cc4ccc(OC)c(Cl)c4nc3s2)cc(OC)c1	-13.6%
CCOc1ccccc1C(=O)N1CCN(C(=O)c2nnn3c2COC(c2ccccc2)C3)CC1 (stereo not drawn)	?
COc1ccc(CNC(=O)c2nc(SCc3ccccc3F)ncc2Cl)cc1	-8.6%
O=C(NC1CCCCC1)N1CCCCC1c1nc(-c2cnccn2)n[nH]1 (stereo not drawn)	-14.1%
O=C(O)c1c(-c2ccccc2)oc2ccc(OCc3c(F)cccc3Cl)cc12	-12.8%
Cc1cnc(C2CC2)n1CCNS(=O)(=O)c1ccccc1Cl	?
CCC[C@H]1CN(Cc2ccccc2C#N)C[C@@H]1NS(C)(=O)=O	-6.5%
Cc1ccc(C(=O)Nc2ccc(C(O)[C@H]3COCC(=O)N3Cc3ccccc3F)cc2)cc1 (stereo partly drawn)	i
Cc1nn2c(c1-c1cccnc1N1CCOCC1)N(CC1CC1)CCC2	i
COc1ccccc1C1=Nn2c(nc3sc(C(=O)Nc4ccccc4Cl)c(C)c3c2=O)SC1	?
CCCCCCN(CCC(=O)NCCOC)C(=O)c1ccoc1	i
Cc1noc(C)c1S(=O)(=O)N1CCOC[C@H](Oc2ccc(C(F)(F)F)cc2)C1	-1.4%[44.1 µM]
CCCC1(CO)CCCN(Cc2ccc(OCC(=O)N3CCCC3)cc2)C1 (stereo not drawn)	?
CC[C@H]1CN2CC[C@H]1C[C@@H]2CNS(=O)(=O)c1ccc(OC)cc1	?
COc1ccc2[nH]c3c(c2c1)CCNC31CCN(C(=O)c2nccc3ccccc23)CC1	-24.0%
O=C(Cc1cccs1)N1CCCn2cc(-c3ccccc3)nc21	-16.6%
(list continues)
SMILES	Pf Dd2 inh
N#Cc1ccc(O[C@@H]2CCOC[C@H]2NC(=O)CCc2cc(=O)[nH]o2)cc1	-16.4%
Cc1ccc2nc(COc3cccc(NC(=O)Nc4ccc(C)c(Cl)c4)c3)cc(=O)n2c1	1.8%
COc1ccc(-c2noc(N3CCN(c4ccc(Cl)cc4)CC3)n2)cc1OC	-15.8%
COc1cc2[nH]c(=O)n(CCC(=O)N3CCN(c4ccc(Cl)cc4)CC3)c(=O)c2cc1OC	18.1%
Cc1noc(C)c1S(=O)(=O)N1CCC2(C1)C(=O)Nc1ccccc12 (stereo not drawn)	16.1%
CC(C)CNC(=O)c1ccc2c(c1)NC(C)(COc1ccc3[nH]ccc3c1)CO2 (stereo not drawn)	-13.9%[44.1 µM]
Cc1ccc2nc(-c3cc(NC(=O)/C=C/c4ccccc4)ccc3Cl)oc2c1	11.2µM*
O=S(=O)(c1ccc(-n2cccn2)cc1)N1CCCC2(CCNC2)C1 (stereo not drawn)	?
O=C(Nc1ccc2c(c1)CCCN2C(=O)c1cccs1)c1ccccc1	i
COCCN1CCCCCC(O)c2cc(C(=O)NCCN3CCCC3)ccc21 (stereo not drawn)	?
Cc1ccccc1CNC(=O)CCC(=O)N1CC2CCCN2c2ccccc21 (stereo not drawn)	i
O=C(c1nnc(COc2cc(F)cc(F)c2)n1-c1ccccc1)N1CCC[C@@H]1c1cccc(F)c1	?
CCc1ccc(S(=O)(=O)N2CC(COC)C3(CCNCC3)C2)cc1 (stereo not drawn)	?
O=C(NCc1cccc(F)c1)c1csc(N2CCN(c3ccc(Cl)cc3)CC2)n1	?
CCOC(=O)c1c(NC(=O)C(C)Sc2cn(CCNC(=O)c3c(F)cccc3F)c3ccccc23)sc2c1CCC2 (stereo not drawn)	7.94µM*
COc1ccc(NC(=O)c2ccc3c(c2)OCCN(c2ccccc2)C3)cn1	-23.8%[44.1 µM]
COc1ccc(OC)c(CNC(=O)CCc2c(C)nc3c(c2C)c(=O)n(C)c(=O)n3C)c1	17.4%
Cc1ccc(Cl)cc1N1CCN(S(=O)(=O)c2cn(C)c(C)n2)CC1	i
O=C(c1ccc2c(c1)OCO2)N1CCn2c(nnc2-c2cccnc2)C1	11.1%
Cc1cc(C(=O)N2C[C@@H](CO)[C@H](c3ccncc3)C2)c(C)o1	?
Cn1ccc(C2CCCCN2Cc2cc(=O)c3cc(C(N)=O)ccc3[nH]2)n1 (stereo not drawn)	-4.0%
CC(C)c1cnc2c(c1SCC(=O)Nc1ccc(C(N)=O)cc1)c(=O)n(C)c(=O)n2C	?
Cn1ncc(N2CCCC(CC(=O)NCc3cc(F)cc(F)c3)C2)cc1=O (stereo not drawn)	21.1%
Cc1c(C(=O)N(C)c2cccc(C(F)(F)F)c2)sc2nc3n(c(=O)c12)CCCCC3	?
Cc1ccccc1N1CCCN(Cc2cccc(CCN)c2)CC1	8.91µM*
(further entries)
SMILES	Pf Dd2 inh
O=C1CC(c2ccccc2)N(Cc2ccncc2)CCCN(C(=O)c2ccoc2)CCN1 (stereo not drawn)	?
COc1ccc2c(c1)CN(C(=O)c1cccc(C#N)c1)CC[C@H]1COC(=O)N21	-2.2%[44.1 µM]
COc1cc(NC(=O)CSc2ncccc2C(=O)OC(C)C)cc(OC)c1	1.3%
CCN(c1cccc(C)c1)S(=O)(=O)c1nnc(NC(=O)c2ccccc2Cl)s1	-17.8%
CCc1nn2c(=O)cc(COC(=O)c3ccccc3NC(=O)COc3ccc(C)c(C)c3)nc2s1	-17.2%
Cc1nc(-n2nc(C)c(Cc3ccc4c(c3)OCO4)c2C)sc1C(=O)Nc1cccc(Cl)c1	?
O=C(Nc1cccc(-n2cccn2)c1)C1CCCN1C(=O)CC1CC1 (stereo not drawn)	-6.3%
Cc1ccc(Cl)cc1-n1ncc2c(NCCCc3ccccc3)ncnc21	20.3%
CC(C)CN1C(=O)c2ccccc2C(C(=O)Nc2ccccn2)C12CCCC2 (stereo not drawn)	14.1µM*
Cc1nc2c(c(N3CCC(O)(CN4CCCC4)CC3)n1)CCNCC2	-12.5%
O=C(CC1CCCC1)N1CCCC(c2noc(COc3ccccc3F)n2)C1 (stereo not drawn)	?
COc1ccccc1CNc1ccc(-c2nc(-c3cccnc3)no2)cc1[N+](=O)[O-]	-3.4%
O=C1CCN(Cc2ccccc2OCC(O)CN2CCCCC2)CCN1 (stereo not drawn)	-8.1%
Cc1nn(CC(=O)N2CCCC2)c(=O)c2nc(C(C)C)sc12	-11.2%
COc1cccc(CNC(=O)[C@@H]2C[C@@H](O)CN2C2CCN(C(=O)c3ccc(OC)cc3C)CC2)c1	-10.6%
CCc1noc(-c2ccn3c(CNC(=O)c4ccc(C(C)(C)C)cc4)nnc3c2)n1	-22.5%
COCCOc1ccnc(-c2noc([C@@H]3CCCN3Cc3cccnc3)n2)c1	?
CCOC(=O)c1c(C)oc2nc(C)nc(N3CCN(c4cc(Cl)ccc4C)CC3)c12	8.91µM*
COc1ccc2c(c1)c1c(c(=O)n(CCc3ccccc3)c(=O)n1Cc1cccc(Cl)c1)n2C	15.3%
Cc1cc(C)c(NC(=O)c2c(C)nn(-c3ccc(F)cc3)c2-n2cccc2)c(C)c1	?
O=C(Nc1ccc([C@H]2OCC(=O)N(Cc3ccc(F)cc3)[C@@H]2CO)cc1)c1cnccn1	1.8%
Cc1noc(C)c1S(=O)(=O)N1CCC2(C1)C(=O)N(C)c1ccccc12 (stereo not drawn)	-12.5%
Cc1cc2nc3n(c(=O)c2n1CC(=O)NCc1ccc(F)cc1)CCCC3	125.3%[activator]
CCCOc1ccc(C(=O)Nc2ccc(NC(=O)c3ccccc3)c(Br)c2)cc1	5.9%
CC(C)c1ccc(CC(=O)N2CCCc3ncc(C(=O)Nc4ccccc4)cc32)cc1	-8.2%[44.1 µM]
Further records
SMILES	Pf Dd2 inh
COc1cccc(Nc2ncc3c(n2)C(C)(C(=O)N2CCCC2)CC3)c1 (stereo not drawn)	-5.8%[44.1 µM]
Cc1ccc(OCCC2CCN(C(=O)c3cc(CN4CCOCC4)on3)C2)cc1 (stereo not drawn)	i
COCCNC(=O)c1ccc2c(c1)N(C)C(CC(=O)Nc1ccc[nH]c1=O)CO2 (stereo not drawn)	-7.7%
COc1ccc([C@H]2C[C@@H](O)[C@@H](O)[C@@H]2NCc2cnc3ccccc3c2)cc1	i
O=C1CCCCC(Cc2ccccc2)(C(=O)N2CCc3ccccc3C2)N1 (stereo not drawn)	?
Cc1cccc(C2N3CC4(C(C)C)CN2CC(C(C)C)(C3)C4=O)c1 (stereo not drawn)	-19.1%
C[C@]1(NC(=O)c2cnccn2)OC[C@@H]2CC[C@H](C(=O)NCc3ccc(OC(F)(F)F)cc3)N2C1=O	?
CCCC(=O)Nc1nnc2n1CCS2	36.4%[activator]
Cc1noc(C)c1-c1cc2cc(CN(C)C)oc2c(NC(C)C)n1	?
Cc1noc(-c2ccc(N3CCC(C)CC3)c([N+](=O)[O-])c2)n1	i
O=C(C1CCc2nnc(-c3ccc(Cl)cc3Cl)n21)N1CCCC1 (stereo not drawn)	-2.5%
Cc1cccc(-n2nc(-c3c(C)nc4scc(CC(=O)NCCC(C)C)n4c3=O)cc2C)c1C	-19.4%
CN1c2cc(C(=O)Nc3cccc(OC(F)(F)F)c3)ccc2C(=O)N2CCCCC21 (stereo not drawn)	-20.0%
CCOc1cccc(CN2C[C@@H]3C(=O)N(CCCN4CCCC4=O)C(=O)[C@@H]3C2)c1	35.6%[activator]
O=C(COc1ccccc1)NCCn1cccc1-c1nc(-c2ccc3c(c2)OCO3)no1	-16.1%
Cc1ccc(NC(=O)N2CCC(CCNC(=O)Cc3cccc(F)c3)CC2)cc1F	?
CCNC(=O)c1cccnc1OC1CCN(C(=O)c2ccccc2OC)C1 (stereo not drawn)	-9.4%
C[C@]1(O)CCN(C(=O)CCS(=O)(=O)c2ccccc2)C[C@@H]1O	-14.8%
C=CCNC(=O)N1CC[C@H]2CC(=O)N([C@H](C(N)=O)C(C)C)CC[C@H]2C1	-1.5%[44.1 µM]
O=C(NCc1nnc2ccc(-c3ccccc3)nn12)c1cccc(Cl)c1	-10.2%
COc1ccc(C(=O)Nc2ccccc2C(=O)OCc2cc(=O)n3c4c(sc3n2)CCCC4)cc1	i
CCC(C)NC(=O)Cn1c(=O)n(-c2ccc(OC)c(OC)c2)c(=O)c2ccccc21 (stereo not drawn)	36.4%[activator]
O=C1COc2ccc(-c3ccc(F)cc3)nc2CN1	-0.1%[44.1 µM]
COCC(=O)N1CC[C@H](c2nc3ccc(C)cc3[nH]2)C1	5.3%[44.1 µM]
O=C(Cn1c(=O)n(Cc2nc(-c3ccccc3)no2)c(=O)c2cc3c(cc21)OCO3)Nc1ccc(Cl)cc1	10µM*
The list continues:
SMILES	Pf Dd2 inh
C#CCNC(=O)c1nc(-c2ccccc2)c2ccccn12	?
NC(=O)c1cccnc1OC1CCN(C(=O)c2cccs2)C1 (stereo not drawn)	-10.7%
O=C(CC1CCOCC1)Nc1ccc(OC(F)(F)F)cc1	?
CCCCC(CC)CNC(=O)C1CCN(S(=O)(=O)c2cccc3nsnc23)CC1 (stereo not drawn)	i
COc1ccc(CN[C@H](C)c2onc(C)c2C(=O)O)cc1	-22.2%[44.1 µM]
Cc1ccc(-c2ccc(=O)n(CC(=O)Nc3ccc(C(C)C)cc3)n2)cc1	?
CCN(CC)S(=O)(=O)c1ccc(NC(=O)c2cc3ccc4cccnc4c3[nH]2)cc1	11.2µM*
Cc1ccc(C(=O)O)cc1NC1(c2ccccc2)C(=O)c2ccccc2C1=O	2.5%
CCOc1ccc(CC(=O)NC2CC(=O)N(c3ccc4c(c3)OCCO4)C2)cc1 (stereo not drawn)	8.5%
CCCCCCOc1ccc(/C=C/C(=O)Nc2sc3c(c2C(=O)OC)CCC3)cc1OC	-12.8%
Fc1cccc(-n2nc(C3CCOCC3)nc2CNC2CC2)c1	-9.5%
COCc1cc(C)nc2sc(C(=O)Nc3ccc(C(C)=O)cc3)c(N)c12	?
